Source: PubChem (National Center for Advancing Translational Sciences (NCATS))
SMN2 splice up: SMN2 splice variant enhancement | HEK293 SMN2-luciferase splicing reporter, luminescence, 30-36 h | Potency, µM (titrated, usually from 46.1 µM), inactives show at the highest dose activity change, positive = activation, most hits filed as activators | hit rate 2.8% among 210,000 | AID 1458; further: % of control where 0% means no effect; nearly all actives have a fitted effect of over 55% in size
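HEK293 cells carry an SMN2 minigene-luciferase reporter in which exon 7 inclusion puts luciferase in frame. Cells were seeded at 2000 cells/well, attached for 10-12 hours, then exposed to compounds for 30-36 hours at 37C before ONE-Glo luminescence.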
GLA spleen mod: alpha-galactosidase A (human) modulation | hit rate 0.008% among 240,000 | P06280 | human spleen homogenate, 4MU-alpha-Gal fluorescence, 40 min | Potency, µM (series often up to 80 µM), without a hit: at the highest dose activity change, negative = inhibition, hits mostly inhibitors;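 further: 0% = enzyme with vehicle and -100% = no enzyme basal signal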
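Human spleen homogenate (1 ug) was the enzyme source, with 4-methylumbelliferyl-alpha-D-galactopyranoside (1 mM final) in pH 5.0 citrate buffer with 0.01% Tween-20. Compounds were titrated; after 40 min at 37C, NaOH/glycine stop, 4-MU fluorescence read; AC50 from Hill fits.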
GAA glycogen: alters human alpha-glucosidase cleavage of glycogen. recombinant GAA, glycogen substrate, Amplex Red glucose oxidase fluorescence. Potency, µM (doses to about 76.4 µM), without a hit: at the top dose activity change, negative = inhibition, most hits filed as inhibitors. hit rate 0.38% among 300,000. AID 2100;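 further: 0% = full enzyme reaction and -100% = no-enzyme basal signal; the screen sought inhibitors and activators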
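Recombinant human alpha-glucosidase (4 nM final) hydrolysed bovine liver glycogen (30 ug) for 40 min at 37 C in pH 5.0 citrate/phosphate with 0.01% Tween-20. Released glucose detected by glucose oxidase/Amplex Red, Ex 573/Em 610 nm. Compounds up to 77 uM; AC50 from Hill fits.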
JMJD2E inh: inhibitors of human JMJD2E histone demethylase. B2RXH2. JMJD2E catalytic domain, FDH-coupled NADH fluorescence (FDH is formaldehyde dehydrogenase). Potency, µM (highest dose often 57.1 µM), for the others: at the top dose activity change, negative = inhibition, actives largely listed as inhibitors. hit rate 1.6% among 230,000. AID 2147; active means well fitted inhibition curve with a large enough effect, not every such curve was filed as active; inconclusive means small, poorly fitted or top-dose-only effect, or another doubt; inactive means no such curve, though single readings can be large or run the other way;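 further: 0% = wells with enzyme and -100% = buffer wells without enzyme; nearly all actives have a fitted effect of over 50% in size; many of its hits are not listed in these tables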
GoLoco inh red: blocks human Gai1 binding to RGS12 GoLoco peptide, red readout. P63096. Potency, µM (highest dose often 61.6 µM), without a hit: at the highest dose activity, negative = inhibition, most hits filed as inhibitors. hit rate 0.44% among 230,000. Gai1:RGS12 GoLoco peptide FP, rhodamine, 10 min; active means well fitted inhibition curve with a large enough effect, not every such curve was filed as active; inactive means no such curve, though single readings can be large or run the other way; further: on the % scale 0 is the no-effect control and ±100 the full control effect; nearly all actives have a fitted effect of over 30% in size; many of its hits are not listed in these tables
Target sequence (P63096 whole entry, looked up): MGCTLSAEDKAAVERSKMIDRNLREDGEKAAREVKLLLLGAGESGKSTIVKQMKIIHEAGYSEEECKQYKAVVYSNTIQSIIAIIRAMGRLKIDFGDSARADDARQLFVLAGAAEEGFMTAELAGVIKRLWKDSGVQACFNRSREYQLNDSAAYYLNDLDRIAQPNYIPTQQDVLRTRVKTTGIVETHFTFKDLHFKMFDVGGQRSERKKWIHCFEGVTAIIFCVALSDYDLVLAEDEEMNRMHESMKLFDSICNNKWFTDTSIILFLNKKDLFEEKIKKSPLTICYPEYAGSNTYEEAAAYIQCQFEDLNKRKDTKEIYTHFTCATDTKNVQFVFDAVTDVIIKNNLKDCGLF
aGlu spleen mod: inhibits or activates alpha-glucosidase in human spleen homogenate | AID 2112 | human spleen homogenate, 4-MU-alpha-glucoside fluorescence | hit rate 0.006% among 240,000 | Potency, µM (doses to about 79.9 µM), inactives show at the top dose activity change, negative = inhibition, hits mostly inhibitors | P10253;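 further: 0% = enzyme with vehicle and -100% = no enzyme basal signal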
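AC50 values come from Hill-equation fits of concentration-response data, normalized to no-enzyme and full-activity controls. Enzyme source: 1 ug human spleen homogenate; 1 mM fluorogenic 4-MU glucoside, pH 5.0 citrate buffer, 37 C, 40 min.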
GAA inh: alpha-glucosidase (human) inhibition; P10253; purified human GAA, 4-MU-alpha-glucoside fluorescence; Potency, µM (highest dose often 76.9 µM), for the others: at the highest dose activity change, negative = inhibition, most hits filed as inhibitors; hit rate 0.005% among 200,000; AID 1466;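 further: plate controls were uninhibited enzyme wells for no effect and no-enzyme background for full effect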
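Fluorogenic assay: 4 nM human alpha-glucosidase with 400 uM 4-methylumbelliferyl-alpha-D-pyranoside in 50 mM citrate/phosphate, 0.005% Tween-20, pH 5.0, 20 min at room temperature. Compounds tested up to 77 uM; AC50 from Hill fits.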
ALDH1A1 inh: inhibitors of human aldehyde dehydrogenase 1A1; P00352; Purified ALDH1A1, NADH fluorescence, propionaldehyde substrate; Potency, µM (highest dose often 75.3 µM), for inactives: top-dose activity, negative = inhibition, most hits filed as inhibitors; hit rate 7.3% among 220,000; active means well fitted inhibition curve with a large enough effect, not every such curve was filed as active; inconclusive means small, poorly fitted or top-dose-only effect, or another doubt; inactive means no such curve, though single readings can be large or run the other way;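 further: plate controls were no enzyme wells and a reference inhibitor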
Target sequence (P00352 whole entry, looked up): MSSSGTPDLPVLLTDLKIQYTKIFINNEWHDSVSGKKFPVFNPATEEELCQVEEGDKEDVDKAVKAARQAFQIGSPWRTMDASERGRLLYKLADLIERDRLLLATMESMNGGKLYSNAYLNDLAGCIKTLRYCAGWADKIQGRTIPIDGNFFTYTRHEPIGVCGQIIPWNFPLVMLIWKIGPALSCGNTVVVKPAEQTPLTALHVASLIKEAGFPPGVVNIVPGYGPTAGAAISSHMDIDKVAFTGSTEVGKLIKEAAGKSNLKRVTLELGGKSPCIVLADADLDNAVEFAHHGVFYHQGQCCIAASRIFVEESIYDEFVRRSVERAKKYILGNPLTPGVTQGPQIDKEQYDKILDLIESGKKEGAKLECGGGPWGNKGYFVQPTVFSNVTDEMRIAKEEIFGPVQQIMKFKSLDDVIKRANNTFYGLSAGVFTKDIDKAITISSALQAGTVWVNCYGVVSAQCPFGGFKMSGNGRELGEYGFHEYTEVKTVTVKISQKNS
* hit, by the source's call; ? = inconclusive; . = not tested or not shown; & = joins results of further samples; [ ] = remark or other dose. Unless noted, the call rests on the fitted dose curve; in most records, active means well fitted curve in the direction sought with a large enough effect; inconclusive means small, poorly fitted or top-dose-only effect, or another doubt; inactive means no such curve, though single readings can be large; an effect the other way counts as inactive or inconclusive. Potency means the concentration at half of the fitted maximal effect. An excerpt. The share of hits here may be higher or lower than overall.

Sequence of screens: SMN2 splice up | GLA spleen mod | GAA glycogen | JMJD2E inh | GoLoco inh red | aGlu spleen mod | GAA inh | ALDH1A1 inh
O=C(COC(=O)Cn1[nH]c(=O)c2ccccc2c1=O)Nc1ccc2c(c1)OCO2
 : -7.2% | 5.3% | 6.5% | -8.8% | 3.0% | 7.6% | -7.9% | 2.2%
Cc1csc(NC(=O)C2CC(=O)N(Cc3ccco3)C2)n1 (stereo unspecified)
 : 14.0% | -25.2% | -4.7% | 1.3% | 8.3% | -12.8% | 1.4% | 1.4%
Cc1ccc(N2C(=O)CS/C2=C(\C(Cl)=C(Cl)Cl)[N+](=O)[O-])cc1
 : 8.5% | -3.5% | 16.3% | 0.9% | 240.7%[activator] | -3.7% | -6.1% | 20µM*
CCOC(=O)C1C(=O)Nc2nc3ccccc3n2C1C(C)C (stereo unspecified)
 : -9.1% | -2.3% | 5.8% | -7.1% | -1.8% | -6.8% | -12.9% | -3.7%
CC(=O)OC(C(=O)NC1CCCCC1)c1ccccc1F (stereo unspecified)
 : . | 9.7% | -8.4% | -6.3% | 1.3% | -4.3% | -2.8% | -0.4%
CCOC(=O)c1cnn(-c2ccccc2)c1-n1cccc1C(=O)C(=O)N(CC)CC
 : -3.0% | 1.8% | -4.6% | -8.5% | 17.1% | -5.6% | 0.5% | -5.0%
O=C1CN(C(=O)c2cc3ccccc3oc2=O)C(c2ccc(F)cc2)c2cc(Br)ccc2N1 (stereo unspecified)
 : -1.8% | -2.5% | -1.1% | ? | 13.1% | -16.4% | ? | -5.1%
Oc1c(C(c2ccc(Cl)cc2)N2CCCC2)cc(Cl)c2cccnc12 (stereo unspecified)
 : -61.6%[inhibitor] | -3.7% | 4.8% | ? | 8.5% | -14.7% | -5.4% | 14.1µM*
CC(C)c1ccccc1NC(=O)Cn1c(/C=C/c2ccccc2)nc2ccccc21
 : . | -8.4% | -1.6% | ? | -0.2% | -3.4% | . | .
COc1cccc(CN2C(=O)c3cccc(N)c3C2=O)c1
 : -25.7% | -0.3% | 3.5% | ? | -0.9% | 5.7% | 7.9% | ?
O=C(CSc1nnc2scc(-c3ccccc3)n12)Nc1ccc2c(c1)OCCO2
 : ? | 1.3% | 3.4% | 9.0% | -4.5% | -1.5% | -2.6% | 15.8µM*
Cc1nnc2n(Cc3ccccc3)c(=O)c3c4c(sc3n12)COC(C)(C)C4
 : -5.0% | -3.5% | -4.7% | -4.3% | -4.7% | 0.4% | -3.4% | 12.6µM*
CCCCC(=O)Nc1ccc(Br)cn1
 : 2.5% | -11.0% | -0.7% | 8.0% | 3.4% | -4.4% | -0.4% | 6.6%
Cc1ccc2[nH]c(=O)c(CN(CCCN(C)C)C(=O)Nc3ccc(Cl)cc3)cc2c1
 : 8.8% | 5.9% | 4.8% | -4.4% | 3.3% | -1.5% | -0.9% | 7.3%
O=C(/C=C/c1ccc2ccccc2n1)N1CCN(c2ccccc2)CC1
 : -12.5% | 1.5% | 9.0% | -2.7% | -1.1% | -6.2% | 5.8% | 10.3%
CC(C)(C)c1ccc(-c2cnco2)cc1
 : . | -1.8% | 15.3% | -6.6% | 4.6% | 0.1% | . | 1.5%
CCOCCCNC(=S)NCCNc1nc2ccc(C)cc2cc1C#N
 : 11.5% | -7.9% | 13.7% | ? | 0.9% | -6.1% | 4.8% | ?
COC(=O)N1CCC2(CCCN(C(=O)Nc3ccc(OC)cc3)C2)CC1
 : -5.1% | 16.8% | . | . | -0.6% | 9.2% | . | 3.1%
CCOC(=O)c1ccc(NC(=O)CSc2nnc(COc3ccccc3)n2C)cc1
 : ? | 7.1% | 5.6% | -4.3% | 1.9% | 3.9% | -4.7% | -4.4%
CCOC(=O)CSc1nc2cc3c(cc2cc1C#N)OCO3
 : 12.6µM* | -4.6% | -2.1% | 164.4% | 1.6% | -4.4% | -13.5% | -2.1%
Clc1ccccc1OCCn1cnc2ccccc21
 : -19.4% | 5.4% | -11.7% | 2.3% | -2.1% | 3.9% | ? | 0.2%
COc1cc2c(cc1OC)N1C(=O)CC(OCC(=O)O)C3C4CC5(CCN5C(=O)C4=O)C2C31 (stereo unspecified)
 : . | -5.3% | 11.5% | -2.2% | 9.8% | -8.5% | 3.0% | -5.5%
COc1ccc(C2C3=C(CCCC3=O)Nc3c(-c4ccccc4)c(C)nn32)cc1 (stereo unspecified)
 : 12.5% | ? | -2.5% | ? | -3.3% | 7.4% | ? | ?
Nc1nc(-c2ccccc2)cc(C(F)(F)F)n1
 : 0.8% | -2.9% | -2.1% | ? | 3.8% | 0.6% | -3.6% | -10.7%
COC(=O)[C@@H](NC(=O)O[C@@H]1C(=O)c2ccc(OC)cc2O[C@H]1c1cccc(C(F)(F)F)c1)C(C)C
 : -2.6%&-10.4% | -4.7%&4.0% | -17.3% | -8.8%&-23.6% | -0.5%&10.7% | -2.5%&-17.9% | ? | -6.5%&2.0%
Cc1ccc(C(=O)N(Cc2ccccc2)C(C)(C)C)cc1C
 : -24.1% | 8.9% | -8.4% | -0.3% | 2.9% | -8.4% | -1.3% | -0.2%
CCCCc1ccc(-c2csc(/C(C#N)=C/c3ccc(C)o3)n2)cc1
 : -4.1% | 2.1% | 2.6% | 4.9% | 22.6% | 2.0% | 11.9% | 1.2%
CCc1nnc(NS(=O)(=O)c2ccc(NC(=O)c3cc4ccccc4oc3=O)cc2)s1
 : . | 0.4% | 3.2% | 2.7% | . | -3.4% | -4.9% | 1.7%
COC(=O)c1ccc(C(=O)OC)c(NC(=O)C(C)C)c1
 : -0.5% | 11.2% | 1.0% | ? | -6.0% | -10.5% | -13.1%[15.4 µM] | ?
CC(=O)C1=C(O)C(=O)N(CCO)C1c1ccccc1 (stereo unspecified)
 : -7.1% | -11.4% | 11.7% | ? | 19.4% | -0.5% | -0.6% | 0.9%
CSCCC1COC(c2cccs2)=N1 (stereo unspecified)
 : -18.0% | 2.5% | 2.0% | 15.5% | -2.0% | 1.0% | -0.1% | 9.4%
COc1ccc2[nH]c3c(=O)n(Cc4ccco4)cnc3c2c1
 : 9.1% | 10.9% | -3.2% | ? | 4.0% | -8.2% | 1.2% | ?
COc1cccc(-c2nc(NCc3ccco3)c3ccccc3n2)c1O
 : 9.7% | -9.3% | -11.7% | ? | 43.0% | -8.7% | ? | ?
Cc1onc(-c2ccccc2)c1C(=O)/C=C/N(C)C
 : . | -2.9% | 3.9% | -5.8% | 6.5% | 3.6% | -7.8% | 0.8%
COc1cccc(C(=O)CSc2nnc(-c3cc(OC)c(OC)c(OC)c3)o2)c1
 : 3.8% | 6.4% | 5.7% | -16.6% | 7.0% | -4.0% | -10.1% | ?
O=S(=O)(c1ccccc1)N1CCn2c(nc3ccccc32)C1
 : 0.0% | 3.6% | 4.3% | -0.4% | 5.0% | -5.2% | -5.1% | 0.5%
CC(C)Oc1ccc(C2CNC(=O)C2)cc1 (stereo unspecified)
 : -4.6% | 0.4% | -3.7% | -6.5% | 5.5% | 1.8% | -4.7% | -2.0%
CCn1nccc1C(=O)Nc1nc2ccccc2n1CCN1CCCCC1
 : 7.6% | 3.3% | 2.6% | -0.9% | 5.7% | -10.9% | -5.4% | 6.2%
CC(=O)c1cccc(NC(=O)C2CCN(S(C)(=O)=O)CC2)c1
 : 37.8% | 4.7% | -0.3% | 6.7% | -4.5% | -2.8% | 2.2% | -0.6%
COCc1ccc(CN2CCCC(CCC(=O)NCc3cccc(OC)c3)C2)o1 (stereo unspecified)
 : . | 1.8% | 1.9% | 4.9% | 6.9% | -2.0% | -8.3% | 0.9%
c1ccc(N2OCC3Cn4c(nc5ccccc54)C32)cc1 (stereo unspecified)
 : . | 7.5% | -16.5% | ? | 3.1% | 0.1% | . | .
Cn1cc(CN2CCc3c([nH]c4ccccc34)C2C2CCCCC2)cn1 (stereo unspecified)
 : . | -2.2% | ? | 20µM* | 1.0% | 1.2% | ? | 12.6µM*
CN(C)CCc1c[nH]c2ccc(CC3COC(=O)N3)cc12 (stereo unspecified)
 : -3.4% | 13.1% | . | -3.5% | 8.0% | 4.5% | . | -0.1%
O=C(Nc1cccc(Cl)c1)N1CCN(c2ncccn2)CC1
 : -26.2% | -3.9% | -1.4% | -3.0% | -4.5% | -13.2% | -3.1% | 1.0%
CCOC(=O)c1sc2nc(C)nc(N3CCCCC3C)c2c1C (stereo unspecified)
 : -43.6%[inhibitor] | 1.1% | 2.8% | -12.0% | 17.0% | 1.8% | 4.6% | ?
COc1ccc(N2CCN(C(=O)CSc3nnc(-c4ccc5[nH]c(C)c(C)c5c4)o3)CC2)cc1
 : -22.8% | 10.8% | 5.4% | -2.9% | 2.1% | -0.3% | 1.2% | ?
c1ccc(CN2CCC3(CC2)Nc2ccccc2CO3)cc1
 : -18.3% | -1.7% | 5.5% | 1.4% | -1.0% | -7.7% | 0.5% | -3.2%
CC1=CC(C)(C)N=C(Nc2ccc(C)cc2)S1
 : -21.9% | 3.3% | 7.4% | 5.0% | 2.1% | 7.2% | -8.2% | 2.4%

Compound profiles, from the list above. Screens in order: SMN2 splice up	GLA spleen mod	GAA glycogen	JMJD2E inh	GoLoco inh red	aGlu spleen mod	GAA inh	ALDH1A1 inh
Results for CC1=CC(C)(C)N=C(Nc2ccc(C)cc2)S1 = -21.9%	3.3%	7.4%	5.0%	2.1%	7.2%	-8.2%	2.4%
Results for c1ccc(N2OCC3Cn4c(nc5ccccc54)C32)cc1 (stereo unspecified) = .	7.5%	-16.5%	?	3.1%	0.1%	.	.
Results for c1ccc(CN2CCC3(CC2)Nc2ccccc2CO3)cc1 = -18.3%	-1.7%	5.5%	1.4%	-1.0%	-7.7%	0.5%	-3.2%
Results for Cn1cc(CN2CCc3c([nH]c4ccccc34)C2C2CCCCC2)cn1 (stereo unspecified) = .	-2.2%	?	20µM*	1.0%	1.2%	?	12.6µM*
Results for CN(C)CCc1c[nH]c2ccc(CC3COC(=O)N3)cc12 (stereo unspecified) = -3.4%	13.1%	.	-3.5%	8.0%	4.5%	.	-0.1%
